HepG2 tox: kills HepG2 cells in TGF-b inhibitor counter-screen; HepG2 CAGA-GFP viability, ATP luminescence, 18 h; Potency, µM (series often up to 46.1 µM), for inactives: top-dose activity change, negative = cytotoxicity, hits mostly cytotoxic; actives 0.76% (n = 410,000); also: potency is read from the fitted curve at half-maximal effect; some results filed as inactive show a strong effect at the top dose
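HepG2 CAGA-GFP cells (1000/well, DMEM with 1% FBS) received compound, then TGF-beta at 500 pg/mL final, and were incubated 18 hours at 37 degrees C. Viability was read by CellTiter-Glo luminescence. Media-only wells were set as complete cell-killing and DMSO as no toxicity.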
EPAC2 agonist: agonists of human EPAC2 (RAPGEF4); AID 720711; Q8WZA2; actives 0.079% (n = 360,000); EPAC2 activation, biochemical qHTS; response scale: 100% = 6.5 mM cAMP response; Potency, µM (series often up to 154 µM), for inactives: at the top dose activation, actives largely listed as activators; also: potency is read from the fitted curve at half-maximal effect; nearly all actives have a fitted effect of over 50% in size
Target sequence (Q8WZA2 whole entry, looked up): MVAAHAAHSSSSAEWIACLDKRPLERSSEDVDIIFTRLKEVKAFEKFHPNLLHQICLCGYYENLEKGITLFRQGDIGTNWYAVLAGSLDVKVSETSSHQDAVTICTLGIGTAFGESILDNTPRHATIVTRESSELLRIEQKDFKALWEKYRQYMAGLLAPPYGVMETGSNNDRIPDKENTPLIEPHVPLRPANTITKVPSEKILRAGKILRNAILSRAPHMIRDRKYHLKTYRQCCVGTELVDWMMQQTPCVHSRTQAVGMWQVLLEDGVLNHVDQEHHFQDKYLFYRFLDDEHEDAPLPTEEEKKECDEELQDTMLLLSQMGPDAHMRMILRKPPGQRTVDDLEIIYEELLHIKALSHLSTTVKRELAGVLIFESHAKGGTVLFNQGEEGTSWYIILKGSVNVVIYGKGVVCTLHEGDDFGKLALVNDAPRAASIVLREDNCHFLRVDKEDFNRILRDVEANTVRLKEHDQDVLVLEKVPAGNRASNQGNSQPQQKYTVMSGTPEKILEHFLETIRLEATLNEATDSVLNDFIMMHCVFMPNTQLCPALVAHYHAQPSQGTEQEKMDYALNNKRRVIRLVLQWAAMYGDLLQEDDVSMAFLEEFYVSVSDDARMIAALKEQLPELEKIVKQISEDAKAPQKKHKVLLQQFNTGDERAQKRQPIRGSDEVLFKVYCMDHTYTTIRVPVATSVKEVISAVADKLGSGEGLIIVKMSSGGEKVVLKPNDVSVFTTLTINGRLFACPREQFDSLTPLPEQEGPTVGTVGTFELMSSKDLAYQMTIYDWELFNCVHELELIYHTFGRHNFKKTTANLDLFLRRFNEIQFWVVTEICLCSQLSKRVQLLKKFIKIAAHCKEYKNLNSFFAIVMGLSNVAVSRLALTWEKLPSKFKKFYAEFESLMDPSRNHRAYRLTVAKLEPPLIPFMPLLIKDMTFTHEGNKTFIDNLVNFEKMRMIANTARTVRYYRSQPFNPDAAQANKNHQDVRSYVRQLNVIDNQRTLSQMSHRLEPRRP
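qHTS, titration series. 100 nM EPAC2 / 250 nM Rap1B-BODIPY-GDP / 50 uM GDP; RT; ex 480/em 540 nm, 5-min reads to 30 min. Norm. to 6.5 mM cAMP = activation.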
A549 tox: A549 cytotoxicity, counter-screen for Nrf2 inhibitors | A549 ARE-Fluc cells, CellTiter-Fluor viability, 18-24 h | Potency, µM (highest dose often 46 µM), inactives show top-dose activity change, negative = cytotoxicity, actives largely listed as inhibitors | actives 0.16% (n = 390,000); also: potency is read from the fitted curve at half-maximal effect; % is scaled to controls: 0 for no effect and ±100 for the full control effect
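A549 ARE_Fluc cells in 5% FBS OPTI-MEM were exposed to compounds in concentration-response for 18-24 h at 37 deg C. Viability was read by CellTiter-Fluor fluorescence (Ex 405/Em 525) after 30 min, before the luciferase read.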
TGFb inhibitor: inhibitors of TGF-b signaling; Potency, µM (titrated, usually from 46.1 µM), for inactives: at the top dose activity, negative = inhibition, most hits filed as inhibitors; actives 1.2% (n = 410,000); HepG2 CAGA-GFP TGF-b/SMAD3 reporter, GFP fluorescence, 18 h; TGF-beta stimulated, 500 pg/mL final; also: potency is read from the fitted curve at half-maximal effect; % is scaled to controls: 0 for no effect and ±100 for the full control effect; nearly all actives have a fitted effect of over 65% in size
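Cell-based qHTS in HEPG2 carrying a CAGA-GFP Smad reporter; compounds added before 500 pg/mL final TGF-beta, 18 h incubation at 37 degrees C, GFP fluorescence quantified per cell by imaging cytometry.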
IL2 activator: activators of IL-2 | activation, % (series mostly up to about 46 µM) | actives 0.065% (n = 360,000) | AID 652025 | IL-2 activation reporter assay, cell-based qHTS; stimulated with anti-CD3/CD4/CD28 beads; in transgenic mouse T cells; in the data active = activation above about 50%; inconclusive = mostly about 30% to 49%; also: 0% is about no effect
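Readout is EGFP and DsRed signal by fluorescent plate cytometry after 18 h at 37 degrees C. Transgenic mouse T cells (750/well) received compound for 60 min before bead stimulation (anti-CD3, anti-CD4, anti-CD28); memory T cells served as non-tolerant control.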
S2 tox: reduces viability in counter-screen for ATXN expression inhibitors; AID 651635; actives 0.49% (n = 400,000); Potency, µM (top dose mostly 56.7 µM), actives largely listed as cytotoxic; S2 cells (HEK-293 line with an ATXN2-luciferase reporter) viability, CellTiter-Fluor protease fluorescence, 24 h; also: potency is read from the fitted curve at half-maximal effect; nearly all actives have a fitted effect of over 40% in size
Nrf2 block: Nrf2 pathway inhibition; AID 504444; actives 2.1% (n = 360,000); A549 ARE-Fluc reporter, luciferase luminescence, 18-24 h; Potency, µM (titrated, usually from 46 µM), for the others: at the highest dose activity change, negative = inhibition, hits mostly inhibitors; also: potency is read from the fitted curve at half-maximal effect; % is scaled to controls: 0 for no effect and ±100 for the full control effect; nearly all actives have a fitted effect of over 60% in size
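A549 ARE_Fluc cells (5000/well, 5% FBS OPTI-MEM) pre-incubated 2 h, then treated with compounds 18-24 h at 37C/5% CO2 in concentration-response. CellTiter-Fluor viability read first; BugLite luciferase luminescence after 15 min at room temperature gives Nrf2 activity.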
ATXN2 expr inh: inhibitors of ATXN2 expression; HEK-293 ATXN2-luciferase reporter, luminescence, 24 h; Potency, µM (titrated, usually from 57 µM), for the others: at the highest dose activity change, negative = inhibition, hits mostly inhibitors; actives 0.72% (n = 360,000); also: potency is read from the fitted curve at half-maximal effect; % is scaled to controls: 0 for no effect and ±100 for the full control effect; nearly all actives have a fitted effect of over 55% in size
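ATXN2-luciferase reporter cells (luciferase flanked by upstream and downstream ATXN2 gene portions) were treated 24 h at 37 °C with compounds at up to 57 uM. SteadyGlo luminescence gave expression; GF-AFC fluorescence gave viability.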
Nrf2 activator: activators of Nrf2 (ARE) signaling. AREc32 ARE-luciferase reporter (MCF7-derived line), luminescence, 24 h. Potency, µM (highest dose often 46.1 µM), for the others: top-dose activation, hits mostly activators. actives 0.31% (n = 410,000). AID 624171; also: potency is read from the fitted curve at half-maximal effect; % of control where 0% means no effect; nearly all actives have a fitted effect of over 65% in size
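Cells of the AREc32 ARE-luciferase line are plated in OPTI-MEM containing 5% FBS and left overnight at 37 deg C. Compounds are pinned in, incubation continues 24 hr, and firefly luciferase signal is then measured.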
An asterisk follows results filed as active; i = inactive; ? = inconclusive; / = no result given; [ ] = dose if it differs, or a comment. Unless noted, calls follow the shape of the dose curve; as a rule, active = well fitted curve in the direction sought with a large enough effect; inconclusive = small, poorly fitted or top-dose-only effect, or another doubt; inactive = no such curve, though single readings can be large; an effect the other way counts as inactive or inconclusive.

Short keys – A = HepG2 tox; B = EPAC2 agonist; C = A549 tox; D = TGFb inhibitor; E = IL2 activator; F = S2 tox; G = Nrf2 block; H = ATXN2 expr inh; I = Nrf2 activator
CC1Sc2ccc(S(=O)(=O)CCC(=O)Nc3cc(F)ccc3F)cc2NC1=O (stereo not given)
  A: -1%	B: 1%	C: -4%	D: -7%	E: -1.2	F: i	G: -13%	H: -12%	I: 1.4%
COC(=O)CSc1ccc2c(N)c(C(=O)OC)sc2c1
  A: -15%	B: 1%	C: 16%	D: -2%	E: -2.5	F: i	G: 16%	H: -13%	I: -1.5%
CCCCOc1ccc(S(=O)(=O)N2CCN(C)CC2)cc1
  A: -15%	B: 12%	C: 2%	D: 0%	E: 2.9	F: i	G: ?	H: 30%[activator]	I: 2.3%
O=C(CSc1ncn[nH]1)Nc1ccnc2ccccc12
  A: -5%	B: 12%	C: -8%	D: -14%	E: -1.6	F: i	G: -16%	H: 1%	I: -2.6%
CC(=O)c1cccc(NC(=O)c2ccc(S(=O)(=O)N3CCCC3)cc2)c1
  A: -2%	B: 7%	C: 2%	D: 2%	E: -0.1	F: i	G: ?	H: -4%	I: 2.3%
CC(C)CC(=O)NC(NC(=S)Nc1ccccc1)C(Cl)(Cl)Cl (stereo not given)
  A: -34%	B: 3%	C: 1%	D: -14%	E: 1.1	F: i	G: -9%	H: -27%	I: -0.6%
C=CCn1c(SCC(=O)NCc2cccs2)nnc1C1CCCCC1
  A: 1%	B: 10%	C: 0%	D: -5%	E: 0.1	F: i	G: /	H: -2%	I: 0.0%
CCOc1ccc(/C=C(/NC(=O)c2ccccc2Cl)C(=O)O)cc1
  A: -8%	B: 13%	C: 0%	D: 3%	E: -0.1	F: i	G: -8%	H: 12%[11.3 µM]	I: 0.3%
COc1ccc(CC(=O)Nc2cc(=O)n(C)c(=O)n2C)cc1
  A: -24%	B: 11%	C: 1%	D: -14%	E: 1.6	F: i	G: 1%	H: 7%	I: -0.1%
CC(C)CCNC(=O)C1CCN(C(=O)c2cc3sccc3n2Cc2ccc(Cl)cc2)CC1
  A: -21%	B: /	C: ?	D: 6.3µM*	E: /	F: /	G: ?	H: /	I: 0.4%
COc1ccc(-c2c(C)c3ccc(O)c(CN4CCN(CCO)CC4)c3oc2=O)cc1OC
  A: -3%	B: /	C: 7%	D: 5%	E: /	F: /	G: /	H: -10%	I: 3.4%
COc1ccc(CC(N)c2csc(NC(=O)c3ccc(OC)cc3)n2)cc1 (stereo not given)
  A: -30%	B: -5%	C: /	D: ?	E: -1.0	F: i	G: /	H: -37%	I: 6.1%
CCOc1ccc(/C=C(\C(=O)O)c2ccc(S(=O)(=O)N3CCOCC3)s2)cc1OC
  A: 13%	B: 7%	C: 0%	D: 4%	E: 1.2	F: i	G: 10%	H: -21%	I: -2.3%
O=C(Nc1ccccc1)c1ccc(NCCc2ccccc2)c([N+](=O)[O-])c1
  A: -33%	B: -288%[inhibitor]	C: -13%	D: 2%	E: 6.6	F: i	G: ?	H: -10%	I: 3.4%
COc1cc(S(=O)(=O)N2CCCCCC2)ccc1Cl
  A: -10%	B: 17%	C: 8%	D: 5%	E: -1.3	F: i	G: -3%	H: 0%	I: -0.6%
CC(=O)C1=C(c2ccccc2)NC(=O)NC1c1ccccc1OCC#N (stereo not given)
  A: -12%	B: 4%	C: -5%	D: 2%	E: 3.5	F: i	G: 0%	H: 2%	I: -0.4%
Cc1ccc(-n2c(SCC(=O)Nc3cc(C)on3)nc3c([nH]c4ccccc43)c2=O)cc1
  A: -76%	B: -1%	C: -7%	D: ?	E: -3.2	F: ?	G: 18%	H: 3%	I: -0.9%
Cc1c(NC(=O)C(C)Oc2ccccc2F)c(=O)n(-c2ccccc2)n1C (stereo not given)
  A: -15%	B: 5%	C: -1%	D: -10%	E: 0.9	F: i	G: 2%	H: -2%	I: -0.2%
O=C(Nc1nncs1)c1cccc(S(=O)(=O)N2CCCC2)c1
  A: 6%	B: 3%	C: -2%	D: 8%	E: -0.1	F: i	G: 10%	H: ?	I: 0.4%
CCOC(=O)N1CCN(C(=O)C2CCC(CNS(=O)(=O)c3ccccc3)CC2)CC1 (stereo not given)
  A: -1%	B: 2%	C: 0%	D: 23%	E: 1.1	F: i	G: -10%	H: 6%	I: -0.3%

Structural class: the entries above with an NH in an aromatic ring
Short keys – A = HepG2 tox; B = EPAC2 agonist; C = A549 tox; D = TGFb inhibitor; E = IL2 activator; F = S2 tox; G = Nrf2 block; H = ATXN2 expr inh; I = Nrf2 activator
O=C(CSc1ncn[nH]1)Nc1ccnc2ccccc12
  A: -5%	B: 12%	C: -8%	D: -14%	E: -1.6	F: i	G: -16%	H: 1%	I: -2.6%
Cc1ccc(-n2c(SCC(=O)Nc3cc(C)on3)nc3c([nH]c4ccccc43)c2=O)cc1
  A: -76%	B: -1%	C: -7%	D: ?	E: -3.2	F: ?	G: 18%	H: 3%	I: -0.9%

More entries follow:
Short keys – A = HepG2 tox; B = EPAC2 agonist; C = A549 tox; D = TGFb inhibitor; E = IL2 activator; F = S2 tox; G = Nrf2 block; H = ATXN2 expr inh; I = Nrf2 activator
COc1ccc(C(O)(c2ccccc2OC)C(CN2CCOCC2)c2ccccc2)cc1 (stereo not given)
  A: -7%	B: 11%	C: 3%	D: 16%	E: -0.6	F: i	G: ?	H: -24%	I: -1.3%
Cc1cc(C)c(S(=O)(=O)N(CC(=O)N2CCOCC2)C2CCCCC2)c(C)c1
  A: -8%	B: 8%	C: -14%	D: 6%	E: -0.9	F: i	G: ?	H: 3%	I: -0.6%
COc1ccc(OC)c(/C=N/NC(=O)CC2C(=O)NN=C2C)c1 (stereo not given)
  A: -22%	B: 2%	C: -7%	D: -7%	E: 1.2	F: i	G: -13%	H: 5%	I: -0.1%
NC(C(=O)O)C(c1ccccc1)C(F)F (stereo not given)
  A: -25%	B: 17%	C: 0%	D: -3%	E: -2.6	F: i	G: -1%	H: 12%	I: 0.4%
CC(C)c1ccc(Nc2nnc(SC3CCOC3=O)s2)cc1 (stereo not given)
  A: -53%	B: -15%	C: 7%	D: ?	E: -4.1	F: i	G: 4%	H: -11%	I: 8.0%
COc1ccccc1C(=O)Nc1ccc(C(=O)OCc2cc(=O)n3c4c(sc3n2)CCCC4)cc1
  A: 4%	B: /	C: 0%	D: 11%	E: /	F: /	G: /	H: /	I: -0.9%
Cc1ccc(C)n1-c1nnc(N2CCCC(C(=O)NCc3ccc(F)cc3)C2)s1 (stereo not given)
  A: -5%	B: /	C: -4%	D: 0%	E: /	F: i	G: -12%	H: -17%	I: 2.8%
CCC(C)Sc1ccc([C@H]2N[C@@](C)(C(=O)OC)[C@H]3C(=O)N(CC)C(=O)[C@@H]23)cc1OC (stereo not given in full)
  A: 6%	B: 5%	C: -4%	D: -16%	E: -0.2	F: i	G: -5%	H: 0%	I: 0.3%
COc1ccc(-n2c(O)c(/C=N/NS(=O)(=O)c3cc(C)ccc3C)c3ccccc3c2=O)cc1OC
  A: 0%	B: ?	C: -14%	D: 19%	E: ?	F: i	G: ?	H: -21%	I: 0.3%
CCC(=O)Nc1ccc(NC(=O)CSc2nc3cc4c(cc3cc2C)CCC4)cc1
  A: -7%	B: 9%	C: ?	D: 0%	E: 0.3	F: ?	G: 23µM*	H: -29%	I: -0.6%
Cn1c(=O)[nH]c(=O)c2c1nc(NCCN)n2CCOc1ccccc1
  A: -4%	B: 2%	C: 3%	D: -1%	E: 0.7	F: i	G: 1%	H: -9%	I: -0.1%
COc1cccc(CNc2ncnc3onc(-c4ccc(F)cc4)c23)c1
  A: -37%	B: /	C: 8%	D: -8%	E: /	F: i	G: -15%	H: 11%	I: -0.1%
Cc1nc2nc(SCC(=O)NCCc3ccc(Cl)cc3)nn2c(C)c1Cc1c(F)cccc1Cl
  A: -7%	B: /	C: 1%	D: ?	E: /	F: /	G: /	H: /	I: 0.5%
COCCn1nnnc1SCC(=O)Nc1ccc2c(c1)OCO2
  A: 3%	B: -5%	C: 0%	D: 9%	E: -3.0	F: i	G: -14%	H: /	I: 2.5%
Cc1nc(C(F)(F)F)c(C(=O)N/N=C(\N)c2ccccn2)s1
  A: -12%	B: 8%	C: -19%	D: -21%	E: 0.2	F: ?	G: ?	H: ?	I: -0.5%
CC(OC(=O)c1cc(S(=O)(=O)N(C)c2ccccc2)ccc1Cl)C(=O)Nc1ccc2c(c1)OCCO2 (stereo not given)
  A: 5%	B: 1%	C: 1%	D: -9%	E: -0.6	F: i	G: -3%	H: -3%	I: -0.2%
COc1ccc(N2CSC(=S)N(c3ccc(OC)cc3)C2)cc1
  A: -43%	B: -5%	C: /	D: -19%	E: -2.8	F: ?	G: /	H: /	I: 5.2%
C/C(=N\NC(=O)c1cc(C(C)(C)C)[nH]n1)C12CC3CC(CC(C3)C1)C2
  A: -1%	B: -3%	C: 7%	D: 14%	E: 0.2	F: i	G: 27%	H: 26%	I: 2.8%
CCSc1nnc(NC(=O)[C@@H](NC(=O)c2ccccc2)C(C)C)s1
  A: 8%	B: 3%	C: -2%	D: 5%	E: -2.1	F: i	G: 15%	H: 2%	I: 0.3%
CCCc1nn2c(=O)cc(CSCC(=O)Nc3cccc(C)c3)nc2s1
  A: 0%	B: 4%	C: 5%	D: 12%	E: -1.8	F: i	G: 15%	H: -5%	I: -0.3%
COC(CNC(=O)c1ccc(CS(=O)(=O)c2ccccc2)o1)OC
  A: -9%	B: 4%	C: 1%	D: 5%	E: 0.9	F: i	G: 4%	H: 4%	I: 0.0%
COc1ccc(CCNC(=O)C(C)n2c(=O)cc(C(F)(F)F)c3c(C)nn(C)c32)cc1OC (stereo not given)
  A: -8%	B: /	C: 1%	D: 5%	E: /	F: i	G: -14%	H: -19%	I: -0.8%

Bioassay records deposited in PubChem by National Center for Advancing Translational Sciences (NCATS).
